PAFAH2 inh: PAFAH2 (human) inhibition; recombinant PAFAH2, FP-rhodamine activity probe, fluorescence polarization; inhibition, % at 3.39 µM; 0.99% of 340,000 active;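 active = inhibition above the mean over all tested compounds plus 3 SD, cut at about 30% in these data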;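 note: inhibitors block probe labeling of enzyme so polarization drops; 0% = enzyme with DMSO and 100% = wells lacking PAFAH2 protein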
TPT1 inhibitor: blocks Candida albicans tRNA 2'-phosphotransferase; recombinant caTPT1, FP RNA substrate dephosphorylation; AID 1962; inhibition, % at 5 µM; 0.81% of 300,000 active;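 active = inhibition above the mean of all tested compounds plus 3 SD, set per screening campaign, cut at about 24% in these data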;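 note: plate controls were DMSO alone for no effect and ferristatin control at 100 nM for full effect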
proCasp7 act: activates human procaspase-7, counter-screen for procaspase-3 activators; P55210; recombinant procaspase-7, Ac-DEVD-pNA absorbance 405 nm; D23A/D198A/D206A triple mutant, cannot self-cleave; scale: DMSO 0, 5 µM enzyme 100; activation, % at 8.5 µM; 0.093% of 330,000 active; AID 463210;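 active = percent activation above the screen-wide mean plus 3 SD, cut at about 25% in these data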
Target sequence (P55210 whole entry D23A/D198A/D206A): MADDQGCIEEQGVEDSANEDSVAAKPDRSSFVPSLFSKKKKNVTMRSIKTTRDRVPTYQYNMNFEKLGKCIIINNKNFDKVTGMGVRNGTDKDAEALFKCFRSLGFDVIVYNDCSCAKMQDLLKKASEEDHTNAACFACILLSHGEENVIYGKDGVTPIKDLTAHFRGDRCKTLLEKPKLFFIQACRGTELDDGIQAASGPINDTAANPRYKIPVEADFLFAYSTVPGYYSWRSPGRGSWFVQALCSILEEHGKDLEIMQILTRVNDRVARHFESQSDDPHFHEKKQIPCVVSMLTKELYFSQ
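signal = Epi-absorbance of released pNA at 405 nm, two timepoints | assay system = Uncleavable procaspase-7 mutant enzyme | reagent = Ac-DEVD-pNA substrate, 400 µM as added | times = 1 h enzyme–compound preincubation and 2 h substrate reaction, both 25 °C | benchmarks = low DMSO alone, high DMSO plus 5 µM PC-7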
HCV core dimer: HCV core protein dimerization inhibition | TR-FRET GST/Flag-core106 dimerization, 1536-well | inhibition, % at 5 µM | 0.33% of 300,000 active | AID 1899;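 active = inhibition above the mean of all tested compounds plus 3 SD, set per screening campaign, cut at about 45% in these data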
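Material: GST/Flag-tagged HCV core106 proteins. Incubation: 4 h, 22.5 °C incubation. Read-out basis: inhibition (%) from 671 over 617 nm ratio. Measured by: TR-FRET, excitation 340 nm, emission 617 and 671 nm.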
PP5 primary: inhibitors of human protein phosphatase 5 (PP5). 0.18% of 320,000 active. purified PP5c, OMFP substrate fluorescence. inhibition, % at 6.7 µM. P53041;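 active = inhibition above the campaign's mean inhibition across all tested compounds plus 3 SD, cut at about 9.5% in these data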;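 note: 0% = DMSO only and 100% = 100 µM cantharidin control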
Fh CTSL1 inh: blocks F. hepatica cathepsin L1 in PFM18AAP counter-screen; recombinant F. hepatica cathepsin L1, Z-Leu-Arg-MCA fluorescence; inhibition, % at 5.96 µM; 0.49% of 300,000 active; AID 1906;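 active = inhibition above the mean of all tested compounds plus 3 SD, set per screening campaign, cut at about 17% in these data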;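 note: 0% = plate median of test compound wells and 100% = 1 µM Z-Phe-Ala-diazomethylketone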
proCasp3 act: procaspase-3 (human) activation; P42574; recombinant procaspase-3 D3A, Ac-DEVD-pNA absorbance 405 nm; activation, % at 8.5 µM; 0.11% of 330,000 active; AID 463141;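 active = activation above the mean of all tested compounds plus 3 SD, cut at about 21% in these data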;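 note: 0% = DMSO alone and 100% = DMSO wells spiked with extra 5 µM PC-3 D3A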
Target sequence (P42574 whole entry D9A/D28A/D175A): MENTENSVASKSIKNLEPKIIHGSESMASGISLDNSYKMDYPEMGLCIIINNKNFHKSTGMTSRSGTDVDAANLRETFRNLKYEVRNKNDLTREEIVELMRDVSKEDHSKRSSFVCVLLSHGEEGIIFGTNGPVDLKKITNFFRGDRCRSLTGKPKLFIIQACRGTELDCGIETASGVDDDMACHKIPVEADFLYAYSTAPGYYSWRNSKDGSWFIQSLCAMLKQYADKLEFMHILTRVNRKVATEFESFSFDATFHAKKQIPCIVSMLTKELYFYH
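assay system = Procaspase-3 D3A mutant | signal = absorbance at 405 nm, 0 and 120 min | times = 1 h preincubation plus 2 h reaction at 25 °C | repeats = single replicate | read-out = % activation between DMSO and enzyme-spiked controls | medium = Zinc-free HEPES saline buffer with Triton X-100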
PP1 counter: PP1-alpha (human) inhibition in PP5 counter-screen | P62136 | purified PP1alpha, OMFP fluorescence | inhibition, % at 6.7 µM | 0.9% of 320,000 active | AID 2235;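 active = inhibition above the mean inhibition of all tested compounds plus 3 SD, computed separately for each screening campaign, cut at about 15% in these data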
Target sequence (P62136 whole entry, looked up): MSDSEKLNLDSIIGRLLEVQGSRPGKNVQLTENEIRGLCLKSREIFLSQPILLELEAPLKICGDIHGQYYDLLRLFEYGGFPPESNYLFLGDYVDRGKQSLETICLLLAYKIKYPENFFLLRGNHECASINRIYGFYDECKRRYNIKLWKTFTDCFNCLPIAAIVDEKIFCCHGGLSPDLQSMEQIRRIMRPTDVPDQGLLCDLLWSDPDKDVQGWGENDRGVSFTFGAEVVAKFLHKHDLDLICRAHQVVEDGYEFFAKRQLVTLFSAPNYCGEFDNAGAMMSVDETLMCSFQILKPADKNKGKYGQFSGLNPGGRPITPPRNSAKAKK
AHR activator: human AHR activation | 2.5% of 320,000 active | P35869 | AHR-responsive luciferase reporter cells, luminescence | activation, % at 5 µM; in the data active = activation above about 47%;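 note: 0% = vehicle wells and 100% = reference agonist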
Starred values were filed as active, the others as inactive; . = not tested or not shown.

SMILES	PAFAH2 inh	TPT1 inhibitor	proCasp7 act	HCV core dimer	PP5 primary	Fh CTSL1 inh	proCasp3 act	PP1 counter	AHR activator
CCNC(=O)N1C(=O)C2(OCCO2)c2cc(Br)ccc21	-6	0	-2	-4	-1.6	-1	-1	-2	-1
CCCCC(=O)Nc1ccccc1N1CCOCC1	-2	1	9	-1	-0.6	4	1	-4	0
O=C(OCC1CC(c2ccccc2Cl)=NO1)c1ccc(Br)cc1 (stereo not drawn)	-1	1	-2	2	2.2	-3	13	2	3
COc1cccc(NC(=O)N2CCC(N3CCCCC3)CC2)c1	1	-7	21	-1	1.4	-4	5	0	3
COc1cc2c(=O)n(CC3CCCO3)c(=O)n(CC(=O)Nc3ccccc3)c2cc1OC (stereo not drawn)	-2	-4	-1	-3	4.2	-1	1	2	0
Oc1ccccc1/C=N/n1cnnc1	-2	3	3	1	0.6	0	4	0	-1
CCCn1c(-c2ccc(C(=O)OC)cc2)nc2c1c(=O)[nH]c(=O)n2Cc1ccccc1	1	-2	5	1	-0.6	0	10	-2	0
O=[N+]([O-])c1ccc2nnn(O)c2c1	-1	0	7	-13	-1.0	4	-6	1	19
Cc1cccc(NS(=O)(=O)Cc2ccccc2)c1C	0	0	4	-10	-4.9	-10	-7	8	2
COc1cc(Br)ccc1C1CC(=O)C(C)C(c2ccc(Br)cc2OC)N1 (stereo not drawn)	-9	-1	-1	11	0.9	-1	-4	0	8
Cn1cc([C@@H]2C[C@H]3CN(Cc4cccc(Cl)c4)C(=O)[C@]34CCCN24)c2ccccc21	-51	22	3	10	3.2	-1	5	3	4
CCCn1c(SCC(=O)N2CCc3ccccc3C2)nc(O)cc1=O	1	.	-1	.	.	.	-1	.	0
Clc1ccc(OCCSc2ncccn2)c2ccccc12	-1	-1	16	1	-2.3	-1	3	1	1
CCc1ccc(NC(=O)NCCN2CCN(c3ccc(OC)cc3)CC2)cc1	-2	-4	-2	-2	1.3	-5	-3	-3	2
CC(C)NCc1nnc(-c2ccccc2Cl)o1	2	2	3	2	0.7	1	15	-3	1
O=C1CN=C(Nc2ccc(Cl)cc2)N1c1ccccc1	1	-1	2	-3	3.8	-3	8	-2	4
N#C/C(=C/c1cn(CC(=O)O)c2ccccc12)C(=O)Nc1ccccc1	1	6	-8	1	3.8	1	-7	-2	4
Cc1ccc(C(=O)O)cc1[N+](=O)[O-]	8	.	1	.	1.2	.	3	-2	-1
CCc1ccc(C(=O)OCC(=O)Nc2cccc(S(=O)(=O)NC3=NCCCCC3)c2)cc1	52*	0	-1	10	3.5	-4	4	2	-3
Cc1nn2c3ccccc3n(CCN3CCCCC3)c2nc1=O	4	-2	-3	-8	-0.4	3	-1	-3	27
O=C(/C=C(\O)c1ccccc1)C(=O)NNC(=O)c1ccccc1[N+](=O)[O-]	3	0	11	-9	3.8	0	-2	4	1
COc1ccccc1NC(=O)c1c([N+](=O)[O-])cnn1C	-9	-3	-1	3	1.6	-1	2	-2	61*
COc1ccc([N+](=O)[O-])cc1N(CC(O)CN1C(=O)NC(C)(C)C1=O)S(=O)(=O)c1ccccc1 (stereo not drawn)	-3	-4	-1	-6	1.7	3	2	-1	4
Cc1ccc(S(=O)(=O)n2ccc3cccnc32)cc1	-7	3	2	1	0.3	-11	0	0	13
S=c1[nH]nc(-c2cc(-c3ccccc3)n[nH]2)n1/N=C/c1ccc(Cl)cc1	9	-1	-23	5	-0.5	9	-14	8	19
COc1cc2c(cc1NC(=O)CSc1nc3ccccc3[nH]1)oc1ccccc12	-24	2	10	-2	4.0	3	1	-1	45
CCOc1cc(/C=N/O)ccc1OCc1ccc([N+](=O)[O-])cc1	-7	0	-4	-3	2.1	1	6	-3	78*
O=C(c1ccccc1)N(Cc1cccs1)C1CCS(=O)(=O)C1 (stereo not drawn)	5	-1	9	5	1.8	0	-1	-2	0
CC(C)(C)C1CCC(=NNC(=O)C(=O)NCc2cccnc2)CC1 (stereo not drawn)	5	-5	11	-2	-2.0	-1	-1	0	9
CN(Cc1nc2ccc(F)cc2[nH]1)C(=O)C1CCC(=O)N(C2CC2)C1 (stereo not drawn)	-4	-5	8	-16	1.5	2	-2	0	-1
O=C(O)CC(NC(=O)C1CCCCC1)c1cc([N+](=O)[O-])ccc1Cl (stereo not drawn)	0	-1	0	3	-2.8	1	6	-5	0
CCc1ccccc1NC(=O)c1cccs1	-4	0	9	3	3.5	-1	1	-4	-4
Cn1c(SC2=CS(=O)(=O)c3ccccc32)nc2ccccc21	-8	2	-11	3	1.8	1	-4	-5	38
COc1ccc(C)cc1NC(=O)c1ccccc1NS(=O)(=O)c1cccc2cccnc12	1	-2	7	9	-2.1	6	1	-3	14
COc1ccc2oc(C)c(C(N)=O)c2c1	5	-3	7	2	1.1	-1	5	0	3
O=C(Nc1cnccn1)c1csc2ccccc12	-1	1	-3	-4	1.5	0	4	-1	2
O=C(COc1ccc(F)cc1)N1CCCCCCC1	2	3	4	8	2.6	1	3	0	0
Cc1c(Cl)cccc1NC(=O)NCc1ccc(F)cc1	-2	-1	12	13	0.1	9	-5	5	0
O=c1[nH]ncc(N2CCCCCC2)c1Cl	4	-1	-8	-4	2.9	0	6	-3	0
Cc1nn2cnnc2c(C)c1Cc1c(F)cccc1Cl	-5	-4	3	4	0.4	-2	4	-1	-2
COc1cccc(CC2(CO)CCCN(Cc3cn[nH]c3-c3ccc(F)cc3)C2)c1 (stereo not drawn)	-4	-3	6	6	0.8	1	12	-2	1
COC(=O)c1sccc1NC(=O)c1ccccc1Br	8	0	-4	-2	0.8	3	-7	1	2
COc1cc(OC)c(OC)cc1/C=N/NC(=O)c1ccc2nc[nH]c2c1	-4	-1	1	-1	-2.2	1	3	-5	0
COc1ccc(N2CCN(C(CNC(=O)C(=O)NCc3cccnc3)c3ccco3)CC2)cc1 (stereo not drawn)	-2	-1	12	-3	-0.5	-2	-4	2	0
COc1ccc(OC)c(CN(CCCN2CCOCC2)S(=O)(=O)c2ccc(NC(C)=O)cc2)c1	-9	-1	10	2	1.0	-2	-1	0	-1

Three entries picked at random from the list so far, as already listed:
SMILES	PAFAH2 inh	TPT1 inhibitor	proCasp7 act	HCV core dimer	PP5 primary	Fh CTSL1 inh	proCasp3 act	PP1 counter	AHR activator
COc1cccc(CC2(CO)CCCN(Cc3cn[nH]c3-c3ccc(F)cc3)C2)c1 (stereo not drawn)	-4	-3	6	6	0.8	1	12	-2	1
Cc1nn2cnnc2c(C)c1Cc1c(F)cccc1Cl	-5	-4	3	4	0.4	-2	4	-1	-2
O=C(Nc1cnccn1)c1csc2ccccc12	-1	1	-3	-4	1.5	0	4	-1	2

More compounds
SMILES	PAFAH2 inh	TPT1 inhibitor	proCasp7 act	HCV core dimer	PP5 primary	Fh CTSL1 inh	proCasp3 act	PP1 counter	AHR activator
CC(=O)c1ccc(NC(=O)Cn2cnc(S(=O)(=O)N3CCCCC3)c2)cc1	-5	-2	2	4	0.9	0	-5	-5	-3
Cc1nn(-c2ccc(F)cc2)c(-n2cccc2)c1C(=O)N1CCN(C(=O)c2ccco2)CC1	-2	-7	-1	-12	0.1	2	6	2	2
O=C(C1CCCC1)N1CCN(S(=O)(=O)c2ccc(Cl)cc2)CC1	-2	2	3	8	0.2	-3	6	2	-1
Cc1cc(C)c(C#N)c(SCC(=O)c2ccccc2)n1	1	0	-6	-15	2.3	6	-11	-5	148*
Cc1nn(-c2ccccc2)c(C)c1NC(=O)COc1cc(F)ccc1[N+](=O)[O-]	6	.	7	.	.	.	11	.	4
O=C(OCC(=O)N1CCCC1)c1ccc(S(=O)(=O)N2CCOCC2)cc1	-2	3	-9	-3	-0.5	2	-7	0	0
CCN(CC)S(=O)(=O)c1ccc(-c2nnc(SCc3nnc(-c4ccc(C)cc4)o3)n2CC)cc1	1	-1	-4	1	-0.7	-1	-4	0	6
Cc1ccc(NC(=O)CCC(=O)N/N=C/c2ccc(O)cc2)cc1	2	-2	7	0	-0.1	3	0	-2	11
O=C(COC(=O)COc1ccc(Cl)cc1Cl)NC1CCS(=O)(=O)C1 (stereo not drawn)	1	.	4	.	.	.	12	.	1
CCCCn1c(/N=C/c2ccc(N(C)C)cc2)nc2ccccc21	10	24	10	-7	1.4	0	0	-3	0
CCOC(=O)C1=C(CC)Nc2ccccc2N/C1=N\S(=O)(=O)c1ccc(C(=O)OCC)cc1	4	0	7	10	-0.2	5	5	2	0
O=C(CCSc1nc(-c2ccc3c(c2)OCO3)cc(C(F)(F)F)n1)NCc1ccco1	-4	-3	-11	2	2.1	1	4	3	17
Cc1ccc(C(=O)NCCc2nnc(SCC(=O)Nc3nc(-c4ccccc4)cs3)n2C)cc1	2	2	4	5	-1.4	-4	-7	-5	6
NC(=O)c1ccsc1NC(=O)c1cccs1	8	8	-5	10	0.2	1	7	-2	28
Cc1nc2sccn2c(=O)c1S(=O)(=O)NC(C)c1ccccc1 (stereo not drawn)	-2	-2	0	3	2.2	-2	-6	1	-1

Screening data deposited in PubChem by The Scripps Research Institute Molecular Screening Center.
